# Menin-MLL TR inh: displaces Texas Red mutant MLL peptide from human menin; 270,000 tested, 0.23% active; AID 1768; Menin + Texas Red MLL mutant peptide, fluorescence polarization; Potency, µM (doses to about 61.6 µM), inactives show top-dose FP activity change, negative = inhibition, usual class: inhibitors; active = well fitted inhibition curve with a large enough effect in the polarisation, with a control signal flat, not every such curve was filed as active; inconclusive = small, poorly fitted or top-dose-only effect, or effect the other way, or a change in a side signal; inactive = no such curve, though single readings can be large or run the other way; the % refers to the polarisation; note: potency is the fitted concentration of half-maximal effect; % of control where 0% means no effect; many of its hits are not listed in these tables
# Target sequence (O00255 whole entry, looked up): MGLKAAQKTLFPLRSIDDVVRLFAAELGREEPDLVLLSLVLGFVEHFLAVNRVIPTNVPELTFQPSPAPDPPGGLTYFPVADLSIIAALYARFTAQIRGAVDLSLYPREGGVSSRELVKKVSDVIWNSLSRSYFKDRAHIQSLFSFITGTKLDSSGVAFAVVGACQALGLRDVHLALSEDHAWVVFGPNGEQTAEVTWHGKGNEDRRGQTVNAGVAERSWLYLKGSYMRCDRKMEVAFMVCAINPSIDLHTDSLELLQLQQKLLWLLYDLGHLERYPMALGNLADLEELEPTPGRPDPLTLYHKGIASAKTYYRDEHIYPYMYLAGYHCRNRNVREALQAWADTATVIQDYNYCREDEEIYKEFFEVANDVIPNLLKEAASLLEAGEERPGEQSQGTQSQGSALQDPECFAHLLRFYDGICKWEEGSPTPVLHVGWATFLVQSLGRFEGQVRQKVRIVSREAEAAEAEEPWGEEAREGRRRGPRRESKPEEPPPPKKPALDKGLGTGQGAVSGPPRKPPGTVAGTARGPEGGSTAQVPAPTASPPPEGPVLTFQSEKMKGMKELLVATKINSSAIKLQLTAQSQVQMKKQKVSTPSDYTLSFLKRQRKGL
# Giardia kill: Giardia lamblia killing. Giardia lamblia trophozoite viability. activity change, % at 7.66 µM, hits read low. 340,000 tested, 0.15% active. AID 540267; in the data active = activity change below about -80%; inconclusive = between about -30% and that limit;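 note: parasites exposed to compound for two days anaerobically before the ATP read; % is set by controls: 0 for no effect and ±100 for the full control effect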
#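 ATP-content bioluminescence gauges trophozoite survival. Cells (100/well) receive compound and incubate anaerobically for 48 hrs at 37 deg C; detection reagent follows for 15-30 min at room temperature.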
# Coupling enz: coupling enzyme interference in Giardia aldolase counter-screen; activity change, negative = inhibition, % at 58.2 µM, hits read low; coupling enzyme system counterscreen, AmpLite Red fluorescence; 290,000 tested, 0.67% active; in the data active = activity change below about -30%; note: % is set by controls: 0 for no effect and ±100 for the full control effect
#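 Fluorescence at 525 nm excitation and 598 nm emission measured inhibition of the coupled detection system without aldolase. Compounds (at 57.5 uM final) were preincubated 10 min at room temperature with coupling enzyme reagent before a 20 min substrate/AmpLite Red step.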
# Active calls of the source: *; ? = inconclusive; & = joins results of further samples; [ ] = another dose, or the depositor's remark. A portion of the library; the hit share may differ from the screen's.
SMILES	Menin-MLL TR inh	Giardia kill	Coupling enz
CCC1C(=O)CC2CCN3C(=O)CCC1C23 (stereo not drawn)	-12%	9	1
CCOc1ccc(N(C(=O)OC(C)(C)C)C(=O)c2ccc(O[Si](C)(C)C(C)(C)C)cc2)c(I)c1	27%	1	0
CC(C)CC(CSc1ccc(Br)cc1)N1CCN(CC(C)C)CCC1=O (stereo not drawn)	-14%	-8	0
COc1ccc(-c2ccc(OC)c(C3C4C=CCCC4(C)C(=O)N3Cc3ccccc3)c2)cc1 (stereo not drawn)	-6%	10	0
Cc1ccc(-c2c(C3C4C=CCC(C)C4C(=O)N3Cc3ccccc3)ccc3ccccc23)cc1 (stereo not drawn)	-21%	11	-4
COc1ccc(C2/C=C\CN([S+](=O)([O-])c3ccc4ccccc4c3)C(C)C(=O)N2Cc2ccc(F)cc2)cc1 (stereo not drawn)	19%	22	0
CC(=O)Nc1ccn(C2OC(C(COC(C)=O)NC(=O)C(CCCCNC(=O)OCc3ccccc3)NC(=O)OC(C)(C)C)C(OC(C)=O)C2OC(C)=O)c(=O)n1 (stereo not drawn)	-10%	-23	-5
O=S1(=O)C2CC3C=CC2(O3)C(O)C(Cc2ccccc2)N1Cc1cccc(F)c1 (stereo not drawn)	37%[activator]	20	2
C/C=C(/C)C(=O)O[C@H]1CC(C)=CC(=O)[C@@]2(C)CC[C@@](O)(C(C)C)[C@H]12	-23%	?	5
CCC1CC=CC2C1C(=O)N(Cc1ccccc1)C2c1ccc(C(F)(F)F)cc1 (stereo not drawn)	-28%	27	2
CC(=O)Nc1ccn(C2OC(C(COC(C)=O)NC(=O)C(Cc3ccccc3)NC(=O)OC(C)(C)C)C(OC(C)=O)C2OC(C)=O)c(=O)n1 (stereo not drawn)	7%	-21	4
C=C1CCN(C(C)C(=O)OCc2cccc(C)c2)S(=O)(=O)c2ccccc21 (stereo not drawn)	1%	-19	-1
Cc1cn(C2CC3OCC(NC(=O)C4CCCN4C(=O)OC(C)(C)C)C3O2)c(=O)[nH]c1=O (stereo not drawn)	-10%	-12	2
C[C@@H]1C(=O)N(S(=O)(=O)c2ccc([N+](=O)[O-])cc2)[C@H]1c1ccc(F)cc1	-14%	2	10
CN1CCC(=O)N(C(CSc2ccc(Br)cc2)c2ccccc2)CC1 (stereo not drawn)	-12%	0	8
COC(=O)CCN(Cc1ccco1)S(=O)(=O)c1ccc(F)cc1Br	12%	10	0
Cc1cc2c(c(C)c1Cl)C(c1ccc3c(c1)OCO3)CC(c1ccccc1)O2 (stereo not drawn)	2%&-9%	-8&7	-1&0
COC(=O)C1C[C@@H]2C3=C(C(=O)[C@@](C)(NC(=O)c4ccccc4)C3[C@H](C(=O)OC)C1)[C@H](C)n1c(=O)n(-c3ccccc3)c(=O)n12 (stereo partly drawn)	-9%	-21	2
CCCC[C@H]1CCCO[C@@](C(=O)NCc2cc(C)n(C)n2)(C(F)(F)F)C1	-6%	-11	2
COc1ccc(-c2c(C3C4C=CCC(C)C4C(=O)N3Cc3ccccc3)ccc3ccccc23)cc1OC (stereo not drawn)	-24%	9	-2
CC(=O)Nc1ccc(SCC(c2ccccc2)N2CCN(CC(C)C)CCC2=O)cc1 (stereo not drawn)	-1%	-1	2
O=S1(=O)C2CC3C=CC2(CN1Cc1cccc(F)c1)O3 (stereo not drawn)	7%	5	0
CC(C)(C)OC(=O)NS(=O)(=O)Nc1ccccc1Br	13%	8	2
CC(=O)Nc1ccc(SCC(CC(C)C)N2CCN(CC(C)C)CCC2=O)cc1 (stereo not drawn)	-12%	5	-1
COc1ccc(SCCN2CCN(CCc3ccccc3)CCC2=O)cc1	?	?	3

# Part of the list above in order of number of heavy atoms, highest first:
SMILES	Menin-MLL TR inh	Giardia kill	Coupling enz
CC(=O)Nc1ccc(SCC(CC(C)C)N2CCN(CC(C)C)CCC2=O)cc1 (stereo not drawn)	-12%	5	-1
C[C@@H]1C(=O)N(S(=O)(=O)c2ccc([N+](=O)[O-])cc2)[C@H]1c1ccc(F)cc1	-14%	2	10
COC(=O)CCN(Cc1ccco1)S(=O)(=O)c1ccc(F)cc1Br	12%	10	0

# New compounds follow.
SMILES	Menin-MLL TR inh	Giardia kill	Coupling enz
N[C@@H](C(=O)O)c1ccc(O)c(C(=O)O)c1	17%	5	1&2
CCC(C)C(NC(=O)OC(C)(C)C)C(=O)NC1COC2CC(n3cc(F)c(=O)[nH]c3=O)OC12 (stereo not drawn)	-12%	-7	4
CC(C)(C)OC(=O)NC(Cc1ccccc1)C(=O)NC1COC2CC(n3cc(F)c(=O)[nH]c3=O)OC12 (stereo not drawn)	-8%	1	0
COC(=O)C1=C[C@@H](C(=O)OC)[C@@H]2C3=C(C(=O)[C@@]2(C)NC(=O)c2ccccc2)[C@H](C)[C@@H]2C(=O)N(c4ccccc4)C(=O)[C@@H]2[C@@H]3C1	-2%	30	0
O=C1C[C@H](c2ccccc2Cl)N1S(=O)(=O)c1ccccc1[N+](=O)[O-]	?	-18	9
CCN(CC)CCC(c1cc(OC)c(OC)c(OC)c1)c1c(OC)cc(OC)c2c1OC(=O)CC2c1ccc(N(C)C)cc1 (stereo not drawn)	-2%	1	0
CC(=O)OCC(NC(=O)C(Cc1ccccc1)NC(=O)OC(C)(C)C)C1OC(n2cc(F)c(=O)[nH]c2=O)C(OC(C)=O)C1OC(C)=O (stereo not drawn)	1%	10	-2
CCCN1CCC(=O)N(C(CSc2ccc(C)cc2)Cc2ccccc2)CC1 (stereo not drawn)	-25%	13	2
C=C1CCN(C(C(=O)NCc2ccc(Cl)c(Cl)c2)C(C)C)S(=O)(=O)c2ccccc21 (stereo not drawn)	33%[activator]	-5	3
CCCN1CCC(=O)N(C(CSc2ccc(Br)cc2)CC(C)C)CC1 (stereo not drawn)	?	9	2
COc1ccc(-c2ccc(C)cc2)cc1C1C2C=CCC(C)C2C(=O)N1Cc1ccccc1 (stereo not drawn)	-1%	-13	-1
O=C(Nc1ccc(O)c2c(=O)cc(-c3ccccc3Cl)oc12)c1cc(Cl)cc(Cl)c1	16%	17	7
COC(=O)CN1CC(=O)c2ccccc2S1(=O)=O	-3%	-7	12
CCN(CC)CCC(c1ccc(N(C)C)cc1)c1c(OC)cc(OC)c2c1OC(=O)CC2c1ccc(OC)cc1 (stereo not drawn)	-17%	-6	1
CN(C)/[N+]([O-])=N/Oc1cc(ON=[N+]([O-])N2CCN(c3ncccn3)CC2)c([N+](=O)[O-])cc1[N+](=O)[O-]	?	-4	-2
COC(=O)c1ccc(-c2ccc(OC)c(C3C4C=CCC(C)C4C(=O)N3Cc3ccccc3)c2)cc1 (stereo not drawn)	-7%	-17	0
COc1ccc(-c2ccc(C3C4C=CCCC4(C)C(=O)N3Cc3ccccc3)c(F)c2)cc1 (stereo not drawn)	2%	29	2
C/C=C1\COC(C(=O)NCCN2CCOCC2)(C(F)(F)F)C=C1C=C1CCCCC1 (stereo not drawn)	-15%	-22	3
O=C1C2C(c3ccccc3)CC=CC2C(c2ccc3ccccc3c2)N1Cc1ccccc1 (stereo not drawn)	1%	-5	1
COc1ccc(C2/C=C\CN(C(=O)c3ccccc3)C(C)C(=O)N2Cc2ccc(F)cc2)cc1 (stereo not drawn)	-10%	3	0
COc1ccc(C2C3C=CCC(C)C3C(=O)N2Cc2ccccc2)cc1Cl (stereo not drawn)	-18%	15	5
COc1ccc(C2CC(c3ccccc3)Oc3ccc(OC)cc32)cc1 (stereo not drawn)	-8%&25%	-10&-4	0&-1
O=S1(=O)NCC23CCC(CC21)O3 (stereo not drawn)	9%	24	4
COC(=O)C1=C[C@@H](C(=O)OC)[C@@H]2C3=C(C(=O)C2(C)C)[C@H](C)n2c(=O)n(C)c(=O)n2[C@@H]3C1	2%	0	1
COc1ccc(C2CC(O)(c3ccccc3)Oc3cc(C)c(Cl)c(C)c32)cc1 (stereo not drawn)	-1%	0	-2

# Continuation.
SMILES	Menin-MLL TR inh	Giardia kill	Coupling enz
CCCC[C@@H]1CCCO[C@@](C(=O)NCCN2CCOCC2)(C(F)(F)F)C1	1%	6	3
CC(=O)OCC(NC(=O)C(Cc1ccccc1)NC(=O)OC(C)(C)C)C1OC(n2ccc(=O)[nH]c2=O)C(OC(C)=O)C1OC(C)=O (stereo not drawn)	6%	-16	0
COCCNC(=O)C1(C(F)(F)F)C/C(=C/CCO)CCCO1 (stereo not drawn)	-15%	-14	2
CCc1c2c(nc3ccc(OC)cc13)-c1nc3ccccc3c(=O)n1C2	-15%	-9	-1
CCCC[C@@H]1CCCO[C@@](C(=O)NCc2ccccc2)(C(F)(F)F)C1	-11%	26	-1
COc1cc(OC)c2c(c1C(CCN1CCCC1)c1ccc(N(C)C)cc1)OC(=O)CC2c1ccc(N(C)C)cc1 (stereo not drawn)	-15%	-4	0
CNC(=O)[C@]1(C(F)(F)F)C[C@H](CCC2CCCCC2)CCCO1	-16%	-18	3
COc1ccc(-c2cccc(C3C4C=CCCC4(C)C(=O)N3Cc3ccccc3)c2)cc1 (stereo not drawn)	-12%	-23	1
C/C=C/C(=O)[C@@H](C)[C@@H](/C=C/C[Si](C)(C)C)C(C)C	2%	-26	5
C/C=C1\COC(C(=O)NCc2cccc(OC)c2OC)(C(F)(F)F)C=C1C=C(C)C (stereo not drawn)	-1%	-20	3
O=C(O)CCc1ccc(NCc2cccc(Oc3ccccc3)c2)cc1	11%	-8	15
C=C1OC(CO)(n2cnc3c(N)ncnc32)C(O)C1O (stereo not drawn)	-1%	4	1
O=S1(=O)C2CC3OC2(CC3c2ccc(F)cc2)CN1Cc1ccc(Cl)cc1 (stereo not drawn)	30%	-2	-2
COc1cc(C(CCN2CCCC2)c2c(OC)cc(OC)c3c2OC(=O)CC3c2ccc(N(C)C)cc2)cc(OC)c1OC (stereo not drawn)	-2%	3	-2
Cc1ccc(F)c(C2C3C=CCCC3(C)C(=O)N2Cc2ccccc2)c1 (stereo not drawn)	-28%	-8	9
CC12CCC=CC1C(c1ccc(Br)cc1F)N(Cc1ccccc1)C2=O (stereo not drawn)	-15%	-7	7
COc1ccc(C2/C=C\CN(CC3CCCCC3)C(Cc3ccccc3)C(=O)N2Cc2ccc(F)cc2)cc1 (stereo not drawn)	-9%	23	-1
COc1ccc(C2CC(c3ccccc3)Oc3c(C)ccc(C(C)C)c32)cc1 (stereo not drawn)	2%&-1%	?	-1&0
COc1ccc(/C=C/c2ccccc2)cc1C1C2C=CCC(C)C2C(=O)N1Cc1ccccc1 (stereo not drawn)	3%	1	-2
CC12CCC=CC1C(c1cccc(Br)c1)N(Cc1ccccc1)C2=O (stereo not drawn)	-12%	-4	6
O=C(NCc1ccccc1)[C@]1(C(F)(F)F)C[C@H](CCCO)CCCO1	?	7	2
O=S(=O)(NCCc1ccccc1)c1ccccc1Br	-5%	1	-3
CCC1CC=CC2C1C(=O)N(Cc1ccccc1)C2c1ccc(OC)c(Cl)c1 (stereo not drawn)	?	-25	1
O=C1CCN(CCc2ccccc2)CCN1C(CSc1ccc(Br)cc1)c1ccccc1 (stereo not drawn)	10%	-11	6
CCOC(=O)N1CCN([N+]([O-])=NOc2cc(O/N=[N+](\[O-])N(CC)CC)c([N+](=O)[O-])cc2[N+](=O)[O-])CC1	24%	-21	-12

# Continued; the last three above are carried over.
SMILES	Menin-MLL TR inh	Giardia kill	Coupling enz
CCC1CC=CC2C1C(=O)N(Cc1ccccc1)C2c1ccc(OC)c(Cl)c1 (stereo not drawn)	?	-25	1
O=C1CCN(CCc2ccccc2)CCN1C(CSc1ccc(Br)cc1)c1ccccc1 (stereo not drawn)	10%	-11	6
CCOC(=O)N1CCN([N+]([O-])=NOc2cc(O/N=[N+](\[O-])N(CC)CC)c([N+](=O)[O-])cc2[N+](=O)[O-])CC1	24%	-21	-12
CCC1(CC)C(=O)C2=C3C1[C@H](C(=O)OC)CC(C(=O)OC)C[C@H]3[C@H]1C(=O)N(C)C(=O)[C@H]1[C@H]2C (stereo partly drawn)	-9%	5	1
CC(=O)Nc1ccc(SCC(c2ccccc2)N2CCN(C)CCC2=O)cc1 (stereo not drawn)	0%	-19	3
COc1cccc(COCCN2CCN(S(=O)(=O)c3ccccc3)CCC2=O)c1	2%	-6	4
COC(=O)CCc1ccccc1S(=O)(=O)N(CCC(=O)OC)Cc1ccccc1	14%	9	2

# An excerpt from above with just Menin-MLL TR inh:
canonical_smiles	Menin-MLL TR inh
CCC1(CC)C(=O)C2=C3C1[C@H](C(=O)OC)CC(C(=O)OC)C[C@H]3[C@H]1C(=O)N(C)C(=O)[C@H]1[C@H]2C (stereo partly drawn)	-9%
CC(=O)Nc1ccc(SCC(c2ccccc2)N2CCN(C)CCC2=O)cc1 (stereo not drawn)	0%

# Source: PubChem (National Center for Advancing Translational Sciences (NCATS))
